High-throughput results as filed in PubChem.
GPR151 activ – activators of human GPR151, primary screen, cell-based, PathHunter beta-arrestin, luminescence. G-protein coupled receptor 151 (Homo sapiens), Q8TDV0. PathHunter beta-arrestin GPR151 cells. activation, % at 11.2 µM. 1% of 650,000 active; in the data active = activation above about 4.9%;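 note: 0% = median of compound wells and 100% = cells with positive control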
Target sequence (Q8TDV0 whole entry, looked up): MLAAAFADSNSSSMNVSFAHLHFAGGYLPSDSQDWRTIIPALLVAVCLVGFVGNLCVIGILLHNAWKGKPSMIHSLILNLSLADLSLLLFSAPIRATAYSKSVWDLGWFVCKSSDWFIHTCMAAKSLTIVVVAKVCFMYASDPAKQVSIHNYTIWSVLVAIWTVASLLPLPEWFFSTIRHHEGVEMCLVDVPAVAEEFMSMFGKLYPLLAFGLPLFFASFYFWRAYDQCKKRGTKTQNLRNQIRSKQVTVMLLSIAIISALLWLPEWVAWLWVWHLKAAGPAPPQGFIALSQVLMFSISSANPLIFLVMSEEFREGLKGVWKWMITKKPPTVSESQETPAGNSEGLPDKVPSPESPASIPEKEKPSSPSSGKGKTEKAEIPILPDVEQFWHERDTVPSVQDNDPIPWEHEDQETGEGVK
MITF inh – MITF inhibitors, primary screen, biochemical, AlphaScreen, human; Microphthalmia-associated transcription factor (Homo sapiens), O75030; 0.91% of 650,000 active; inhibition, % at 2.6 µM; AlphaScreen MITF homodimerization, bead proximity signal; in the data active = inhibition above about 50%;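 note: 0% = vehicle wells with protein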
Target sequence (O75030 whole entry, looked up): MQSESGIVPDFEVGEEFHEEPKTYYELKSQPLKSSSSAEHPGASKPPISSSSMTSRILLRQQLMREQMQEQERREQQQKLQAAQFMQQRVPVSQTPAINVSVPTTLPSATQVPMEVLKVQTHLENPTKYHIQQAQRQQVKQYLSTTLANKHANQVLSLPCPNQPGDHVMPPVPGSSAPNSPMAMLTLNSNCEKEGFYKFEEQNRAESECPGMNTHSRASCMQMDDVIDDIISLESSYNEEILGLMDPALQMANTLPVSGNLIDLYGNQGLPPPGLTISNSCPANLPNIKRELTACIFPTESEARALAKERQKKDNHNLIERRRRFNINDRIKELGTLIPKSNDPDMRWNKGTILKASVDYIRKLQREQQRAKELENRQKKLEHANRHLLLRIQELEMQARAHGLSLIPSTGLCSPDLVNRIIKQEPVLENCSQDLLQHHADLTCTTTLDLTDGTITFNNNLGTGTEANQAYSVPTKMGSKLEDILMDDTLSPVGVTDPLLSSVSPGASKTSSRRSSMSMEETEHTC
FBW7 activator – FBW7 E3 ligase activators, primary screen, biochemical, AlphaScreen, human. F-box/WD repeat-containing protein 7 (Homo sapiens), Q969H0. AlphaScreen FBW7–phospho-cyclin E peptide binding, activator screen. normalized activity (activation), % at 26.1 µM. 0.13% of 650,000 active. AID 1259310, 2017; in the data active = normalized activity above about 1.9%;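 note: purified mutant Fbw7 with reduced substrate affinity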
TEAD-YAP block – TEAD-YAP interaction inhibition, primary screen, TEAD-YAP interaction inhibitor project, luminescence, HEK-TIYL cells; TEAD-Gal4/YAP UAS-luciferase luminescence; inhibition, % at 9.12 µM; 1.4% of 640,000 active; in the data active = inhibition above about 32%;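 note: 0% = median of test compound wells and 100% = reference inhibitor wells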
Numbers without * were called inactive; · = no result given. The order is random; about 3.4% have a hit in one of these screens.

compound	GPR151 activ	MITF inh	FBW7 activator	TEAD-YAP block
Cc1ccc(-n2c(C)cc(C(=O)COC(=O)c3ccc[nH]c3=O)c2C)cc1	0.3	10	-0.1	-30
COc1ccc(OC)c(C2N(c3cccc(Cl)c3)C(=O)C3CCCN32)c1 (stereo unspecified)	-0.3	18	-0.1	4
COc1ccccc1NC(=O)c1cnn(-c2ccccc2)c1NC(=O)c1ccccc1Cl	1.1	7	0.1	5
CCc1ccc(NC(=O)C(C)N2C(=O)c3ccccc3S2(=O)=O)cc1 (stereo unspecified)	-1.5	-4	0.1	-2
COc1ccc(/C=C2/C(=N)N3C(SC)=NSC3=NC2=O)cc1OC	0.3	-14	-0.1	-62
O=C(CCN1CCOCC1)c1ccc(Cl)cc1	-1.1	14	0.2	2
C/C(CC(=O)Nc1ccc(Cl)c(C(F)(F)F)c1)=N\NC(=O)CC#N	0.2	-4	-0.1	22
CN(C)CC(C)(O)c1ccc2c(c1)CN(C(=O)c1ccc(F)c(Cl)c1)CCO2 (stereo unspecified)	-1.0	-6	-0.4	4
COc1ccc(CC(=O)NCC2CCN(c3nc(C)cc(C)n3)CC2)cc1	2.0	-7	0.0	-11
O=c1c(NCCN2CCN(Cc3ccccc3)CC2)c(-c2ccccc2)c1=O	-2.0	-5	-0.2	-14
Cc1cc(NCc2ccc(F)cc2)n2nc(C)nc2n1	4.2	14	0.1	5
Cn1c2c(c(=O)n(C)c1=O)C1c3ccccc3OCC1C(C)(C)O2 (stereo unspecified)	-0.3	-1	-0.2	-9
Cc1cc(C)c2oc(-c3cccc(NC(=O)c4ccccc4[N+](=O)[O-])c3)nc2c1	-0.2	-6	0.0	-2
CCOC(=O)COc1ccc(-c2nc3sc4c(c3c(=O)[nH]2)CCCC4)cc1OC	0.7	25	0.3	1
O=C(c1cccn2c(=O)c3cc(Cl)ccc3nc12)N1CCN(Cc2ccccc2)CC1	0.1	-2	-0.3	-3
Nc1ncnc(Nc2ccc(S(N)(=O)=O)cc2)c1[N+](=O)[O-]	-0.4	2	-0.1	-9
NNC(=O)COc1ccc(Br)cc1	-1.0	-13	0.0	5
CCc1ccc(NC(=O)CCS(=O)(=O)c2ccc3c(c2)SC(C)C(=O)N3)cc1 (stereo unspecified)	1.8	-8	-0.2	1
COc1ccccc1CNC(=O)c1ccc(Cn2nnc3ccccc3c2=O)cc1	-0.7	-8	0.0	0
COc1ccc(C(CC(=O)c2ccccc2)S(=O)(=O)c2ccccc2)cc1 (stereo unspecified)	-0.2	-9	0.0	-32
Cc1c(C(=O)NCCCN2CCOCC2)cccc1-n1ncc2cc(Nc3c(Cl)cccc3Cl)ccc21	0.2	9	0.3	14
O=C(CC(=O)NC1CCCCC1)N/N=C/c1ccc(Cl)cc1	1.6	-9	0.0	1
COc1cccc2cc(-c3csc(NC(=O)CCC(=O)NC4CCN(Cc5ccccc5)CC4)n3)c(=O)oc12	-0.9	-2	-0.2	-21
OC(CNCc1ccc(Cl)c(Cl)c1)c1ccccc1 (stereo unspecified)	0.4	13	0.7	-14
COc1cc(-c2c(OC)cccc2OC)cc2c1OCCN(C(=O)c1ccncc1)C2	-1.5	7	0.3	9
CCCn1c(NC(=O)c2cccnc2OCC)nc2ccccc21	-0.3	-6	0.1	9
O=C(COc1cc(Cl)ccc1Cl)Nc1ccccc1	-1.3	-8	-0.1	-36
O=C(CCNS(=O)(=O)c1cccc2nonc12)Nc1ccc(F)c(F)c1	-0.8	7	0.4	5
CC(C)C(c1nnnn1Cc1ccccc1)N1CCN(Cc2ccc3c(c2)OCO3)CC1 (stereo unspecified)	0.0	3	-0.1	-2
CCOC(=O)c1nnn(-c2nonc2N)c1CNc1ccc(OC)cc1	1.0	9	-0.3	-1
COC(=O)c1cnc(N2CCN(c3ccc(OC)cc3)CC2)c2ccccc12	-1.6	-13	0.0	-19
O=C(Cn1cnc2c(nnn2Cc2ccc(Cl)cc2)c1=O)N1CCCCC1	0.6	11	0.5	4
CC(C)CNC(=O)c1nn2c(C(F)(F)F)cc(-c3cccs3)nc2c1Br	0.2	14	0.1	1
CC(=O)c1c(C)[nH]c(C(=O)OCC(=O)Nc2ccc(F)c(Cl)c2)c1C	3.0	-8	0.4	35*
COC(=O)c1ccc(CN2CCC3(CC2)CC3C(=O)N2CCCN(C)CC2)cc1 (stereo unspecified)	0.4	-9	0.5	-5
O=C(Nc1ccccc1N1CCCCC1)c1cc(S(=O)(=O)N2CCOCC2)ccc1F	0.3	-5	0.2	-2
CCCCC[C@H](O)/C=C/C=C\C=C\C=C\[C@@H](O)[C@@H](O)CCCC(=O)O	-0.4	-1	·	·
COC(=O)C1=C(C)N=c2s/c(=C/c3ccc(OC)cc3OC)c(=O)n2C1c1cccs1 (stereo unspecified)	-2.1	4	0.0	-9
O=C(Nc1c2c(nn1-c1ccc(F)cc1)CS(=O)C2)C1CCCC1 (stereo unspecified)	1.0	1	0.0	5
CC[C@@H](Cn1ncc2ccccc2c1=O)NC(=O)c1cnc(C)cn1	0.3	4	-0.1	8
Cc1ccc(C(=O)Nc2nnc(CCS(=O)(=O)c3ccc(C)c(C)c3)s2)cc1	-0.1	-2	0.0	-4
CCOC(=O)c1sc(C)c2c(=O)[nH]c(-c3ccccc3)nc12	2.4	-7	0.0	5
COc1ccc(C)cc1NC(=S)NN1CCOCC1	-1.8	9	0.3	4
O=C(NCc1ccncc1)C12CC3CC(CC(Cl)(C3)C1)C2	-1.2	13	-0.2	-4
CS(=O)(=O)N(CC(N)=O)c1ccc(I)cc1	0.3	11	0.1	1
O=S(=O)(Nc1ccc(Oc2ccc(Cl)cc2)cc1)c1cccc2cccnc12	0.1	19	0.9	13
Cc1cccc(C)c1NC(=O)c1cc(S(=O)(=O)NCc2ccc(F)cc2)ccc1F	-1.5	3	0.0	-3
COc1ccc(N2C(=O)CN(C(=O)CSC)CC2(C)C)cc1	-0.8	3	0.0	-3
COc1cc(Nc2ccnc(NCCCN3CCCC3=O)n2)cc(OC)c1OC	-0.5	7	-0.2	-3
CCN1CCN(CC(=O)N2N=C(c3cccs3)CC2c2ccc(C)cc2)C(=O)C1=O (stereo unspecified)	0.1	-10	-0.1	-8

Some of the entries so far, with values under each structure.
Values in the order: GPR151 activ | MITF inh | FBW7 activator | TEAD-YAP block
CCOC(=O)c1sc(C)c2c(=O)[nH]c(-c3ccccc3)nc12
  2.4 | -7 | 0.0 | 5
COc1cc(Nc2ccnc(NCCCN3CCCC3=O)n2)cc(OC)c1OC
  -0.5 | 7 | -0.2 | -3

Next results follow.
compound	GPR151 activ	MITF inh	FBW7 activator	TEAD-YAP block
CCCN(CCC)C(=O)CSc1nc2ccccc2c(=O)n1CC1CCCO1 (stereo unspecified)	-1.1	-1	-0.1	-4
CC(Cc1cccs1)NC(=O)CCc1nnc(Cc2ccc3c(c2)OCO3)o1 (stereo unspecified)	-1.4	1	0.0	4
O=C(Cc1noc2ccccc12)NCc1ccc(F)cc1	-2.6	-6	0.1	-49
COC(=O)C1=C(O)CC(C(=O)OC)=C(O)C1	2.2	-8	0.0	-6
COc1ccccc1CC(=O)O/N=C(\N)c1ccc(OC)c(OC)c1	0.0	6	0.3	-1
CCCN(C)C(=O)c1cnc2scc(-c3ccc(OC)cc3)n2c1=O	0.2	2	0.2	12
NC(=O)c1ccc(NC(=O)CSc2ncnc3c2cnn3-c2ccc(F)cc2)cc1	-2.5	-14	0.1	4
CCCCC(=O)N(CC)c1ccccc1C	0.5	9	0.1	6
CCc1c(C)nc(N)n2c(SCC(=O)N3CCCc4ccccc43)nnc12	0.6	-8	0.0	3
O=C(CN(c1ccc(Br)cc1)S(=O)(=O)c1ccccc1)NC1CC1	0.1	15	0.1	1

Among those listed so far, these have bromine:
compound	GPR151 activ	MITF inh	FBW7 activator	TEAD-YAP block
NNC(=O)COc1ccc(Br)cc1	-1.0	-13	0.0	5
CC(C)CNC(=O)c1nn2c(C(F)(F)F)cc(-c3cccs3)nc2c1Br	0.2	14	0.1	1
O=C(CN(c1ccc(Br)cc1)S(=O)(=O)c1ccccc1)NC1CC1	0.1	15	0.1	1

(next part)
compound	GPR151 activ	MITF inh	FBW7 activator	TEAD-YAP block
COc1ccc(C(=O)Cn2c3ccccc3n3nc(-c4cccs4)nc23)cc1	-0.2	-5	0.0	-3
COC(=O)c1sc(NC(=S)NC(=O)c2cccs2)nc1C	-1.5	20	0.2	-6
Cc1ccc(NC2c3ncccc3C(=O)N2Cc2cccs2)cc1 (stereo unspecified)	0.4	-4	-0.8	4
CCOC(=O)C1CCN(Cc2coc3ccc(Cl)cc3c2=O)CC1	1.8	39	0.0	13
CCC(CO)Nc1ccc2ncc(-c3ccccc3CO)n2n1 (stereo unspecified)	-0.6	-28	0.0	-4
CCOC(=O)c1cc(C(=O)NNC(=O)c2ccccc2)c(C)nc1C	-1.1	9	0.1	3
O=C(Nc1nc2ccc(Br)cc2s1)c1ccc(N2C(=O)CCC2=O)cc1	2.2	-1	0.1	3
Fc1ccccc1CN(CCN1CCOCC1)C(=S)Nc1ccc(Oc2ccccc2)cc1	2.5	-5	-0.1	0
COc1cc([N+](=O)[O-])ccc1-n1c(C)ccc1C	-1.1	-25	0.0	-6
CCN1C(=O)/C(=C\c2ccc(O)c(Br)c2)SC1=S	0.7	-17	0.0	3
Clc1ccc(C(c2nnnn2CC2CCCO2)N2CCN(C3CCCC3)CC2)cc1 (stereo unspecified)	-0.5	6	0.0	8
O=C(NC(=S)Nc1ccc(Cl)c(-c2nc3ncccc3o2)c1)c1ccccc1Cl	-1.1	6	-0.1	0
CCc1ccc(NC(=O)CSc2ncccn2)cc1	1.1	6	0.0	-53
COC(=O)C(NC(=O)c1cc2nc(-c3ccc(OC)cc3)cc(C(F)(F)F)n2n1)C12CC3CC(CC(C3)C1)C2 (stereo unspecified)	2.1	6	0.1	-1
Nc1ncc(Br)cc1S(=O)(=O)Nc1ccc(OC(F)(F)F)cc1	-1.7	-6	0.0	4
O=C(NC1CCCCC1)C(c1cccnc1)N(C(=O)c1csnn1)c1ccccc1 (stereo unspecified)	-0.2	-6	0.0	-4
Cc1cc(C)n(/N=C/c2cccc(OCc3ccccc3)c2)c(=O)c1C#N	-4.0	3	0.2	-15
COc1ccc(-c2c(-c3ccc(O)cc3O)n[nH]c2C)cc1	1.6	-16	-0.1	6
CSCCC(N=C(NS(=O)(=O)c1ccc(C)cc1)c1ccccc1)C(=O)O (stereo unspecified)	-0.6	2	-0.1	-2
COc1ccccc1-c1nc(C(N)=O)c2[nH]c(=O)n(-c3cccc(C)c3)c2n1	-1.7	-4	0.2	0

As a short view, two of the compounds above:
compound	GPR151 activ	MITF inh	FBW7 activator	TEAD-YAP block
Clc1ccc(C(c2nnnn2CC2CCCO2)N2CCN(C3CCCC3)CC2)cc1 (stereo unspecified)	-0.5	6	0.0	8
O=C(NC(=S)Nc1ccc(Cl)c(-c2nc3ncccc3o2)c1)c1ccccc1Cl	-1.1	6	-0.1	0

Next results follow.
compound	GPR151 activ	MITF inh	FBW7 activator	TEAD-YAP block
CCN(C(=O)c1cn(C)c(=O)c2ccccc12)c1ccccc1	-1.6	10	-0.1	-12
O=C(NC1CCCC1)C1CCCN(C(=O)Nc2ccccc2)C1 (stereo unspecified)	-0.3	-8	0.0	-5
COc1cc(CSc2ncn[nH]2)c(OC)cc1CSc1ncn[nH]1	-0.7	10	0.1	-3
CCn1ncc(C(=O)N2CCN(Cc3ccccc3F)C[C@@H]2C(C)C)c1C	0.1	-14	0.1	-1
Cc1ccc(C2/C(=C(/O)c3ccc(S(=O)(=O)N4CCOCC4)cc3)C(=O)C(=O)N2CCN2CCOCC2)o1 (stereo unspecified)	2.8	3	0.1	-6
Cc1nc(N2CCC(C)CC2)c2c(C)c(C(=O)Nc3ccccc3F)sc2n1	1.2	5	0.1	-10
Nc1cc(NCCCCCC(=O)O)ccc1[N+](=O)[O-]	-0.8	1	0.2	-3
CC1CC(C)CN(S(=O)(=O)c2ccc3c(c2)oc(=O)n3CC(=O)Nc2ccccn2)C1 (stereo unspecified)	-0.3	-3	-0.2	-11
O=Cc1cc(Br)ccc1OC(=O)c1ccccc1[N+](=O)[O-]	-1.3	18	0.1	2
O=C(N/C(=C\c1cccs1)C(=O)N1CCCC1)c1cccs1	-0.6	-1	0.0	3

Random excerpt: 3 compounds from above
compound	GPR151 activ	MITF inh	FBW7 activator	TEAD-YAP block
CCN(C(=O)c1cn(C)c(=O)c2ccccc12)c1ccccc1	-1.6	10	-0.1	-12
COc1cc(CSc2ncn[nH]2)c(OC)cc1CSc1ncn[nH]1	-0.7	10	0.1	-3
O=C(NC1CCCC1)C1CCCN(C(=O)Nc2ccccc2)C1 (stereo unspecified)	-0.3	-8	0.0	-5
